# WT yeast gro inh: growth inhibition of WT yeast, mitochondrial fusion screen | mitochondrial fusion phenotypic screen, WT strain | inhibition, % at 10 µM | 190,000 tested, 2.1% active | AID 1362; in the data active = inhibition above about 58%; tested in S. cerevisiae
# Dynein transport: blocks dynein driven cargo transport along microtubules; 220,000 tested, 0.47% active; AID 1381; z-score, hits read low; 3617.4 mouse cells, GR-EGFP nuclear translocation imaging; test concentration mostly 20 µM; stimulated with dexamethasone, 1 µM; stronger effect = lower value;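 active = plate z-score of nuclear minus cytoplasmic receptor signal below a set negative limit, without overly bright fluorescence or cell loss, cut at about -3.5 in these data, passing the limit was not always enough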;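 note: z-score of nuclear minus cytoplasmic ring GR-EGFP intensity difference per well; some compounds called inactive have numbers as strong as hits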
#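 Buffer or medium: tet-free, stripped-serum medium; Also added: dexamethasone, 1.0 µM final; Technique: high-content fluorescence imaging after fixation; Times: 48 h induction, 1 h compound, 30 min dex at 37 °C; Read-out: per-cell GR-EGFP intensity, nucleus versus surrounding cytoplasmic ring, well-averaged.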
# M1AAP inhibition: P. falciparum M1AAP inhibitors, biochemical, fluorogenic H-Leu-NHMec substrate, 1536-well (AID 1445); recombinant M1AAP, H-Leu-NHMec fluorogenic kinetic assay; higher % means a stronger effect; one-dose inhibition, % at 30 µM; IC50 in µM for titrated hits; 220,000 tested, 0.42% active;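 active = primary inhibition above the hit cutoff, then over 50% inhibition at one or more dose response concentrations, cut at about 23% in these data, passing the limit was not always enough; inconclusive = conflicting primary data, or primary hits not chosen for dose response; inactive = low primary inhibition, or under 50% at every dose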;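 note: plate controls were DMSO full reaction for no effect and no enzyme background for full effect; strong numbers were not always called active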
# MT stabilizer: stabilizes microtubules in HeLa cells | AID 2205 | HeLa tubulin immunostaining HCS, 24 h; share of cells brighter than vehicle mean+2SD | 200,000 tested, 0.83% active | % tubulin-high responders, % at 10 µM;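 active = plate Z-score above 3 for both tubulin-high and condensed-nucleus cell shares, with cell loss under 80%, at 10 µM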;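 note: anti alpha tubulin signal scored within the nucleus-defined area of each cell; some results filed as inactive read as strong as hits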
# Autophagy HCS: modulators of autophagy; AID 463193; calls only at 10 µM (by protocol); 190,000 tested, 0.98% active; MEF GFP-LC3 puncta imaging; test concentration mostly 10 µM;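 active = percentage of spot-positive cells more than 3 SD above its plate mean, without a fluorescence outlier flag or 80% toxicity; inconclusive = no clear call, values can overlap the other calls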;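 note: spot-positive cell cutoff set from DMSO-treated cells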
# T cell modulator: T cell immune modulators affecting CD8 T cell-vesicle binding. 2C CD8+ T cell-vesicle binding, flow cytometry; stronger effect = lower value. calls only at 7 µM. 330,000 tested, 0.068% active. AID 2052;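 active = response, share of CD8 T cells binding vesicles, and their 90th percentile fluorescence all below set limits, cut at about 80% in these data, passing the limit was not always enough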
#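 incubation = binding step 1.5 h, 37 °C, antibody labelling 20 min, ice | test system = 2C mouse CD8+ T cells | read-out basis = percent CD8+ FL2 mean versus row control | controls = Peptide-free naked vesicles (low) and QL9 vesicles with 0.7% DMSO vehicle (high) | detection = flow cytometry of vesicle-bound cells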
# b-catenin transl: alters nuclear translocation of beta-catenin in HeLa cells; nuclear translocation activity, % at 5 µM; 190,000 tested, 0.3% active; immunofluorescence imaging; AID 1665;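 active = nuclear translocation activity above 50% at 5 µM, with a well cell count of 50 or more; inconclusive = wells under 50 cells across six images, flagged as toxic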;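 note: per-cell ratio of nuclear to cytoplasmic median beta-catenin stain intensity; plate controls were DMSO negative control for no effect and GSK-3 inhibitor IX positive control for full effect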
#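 Technique: fluorescence imaging of beta-catenin antibody stain plus DAPI / Material: human HeLa cell line / Incubation: compound treatment 24 h, 37°C, 5% CO2 / Read-out basis: % activation of per-cell nuclear versus cytoplasmic median beta-catenin signal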
# Yfh1-depleted yeast: enhancers of respiration in Yfh1-depleted yeast, dose response, Friedreich's ataxia, plus single-dose screen (AID 1465). S. cerevisiae Yfh1-off respiration, WST-1 reduction, 72 h; higher fold induction means a stronger effect. 220,000 tested, 0.074% active. fold induction at 50 µM, or EC50 in µM where a hit was titrated;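 active = fold induction of absorbance versus untreated yeast above a set limit, then at least 30% activation at any dose in follow-up; inconclusive = repeats straddling the limit, or above it without dose testing; inactive = fold induction below the set limit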;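 note: activators that raise dye reduction in frataxin-depleted yeast; strong numbers were not always called active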
# M17LAP inhibition: P. falciparum M17LAP inhibitors, primary screen, biochemical, fluorogenic H-Leu-NHMec substrate, 1536-well (AID 1619); inhibition, % at 30 µM; hits with a dose series show IC50 in µM; recombinant M17LAP, H-Leu-NHMec fluorogenic kinetic assay; higher % means a stronger effect; 220,000 tested, 0.38% active;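 active = compound inhibiting the enzyme by more than half at any dose during confirmatory dose-response retesting; inconclusive = strong single-dose inhibitors picked by rank but not retested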;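 note: plate controls were full reaction with DMSO carrier for no effect and no enzyme background for full effect; strong numbers were not always called active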
# WT yeast gro inh mutant strain: further read-out of WT yeast gro inh, marked with its call; inhibition, %; mitochondrial fusion phenotypic screen, mutant strain inhibition
# Dynein transport cytoplasmic EGFP: also measured in Dynein transport; calls as there; z-score; measured here: cytoplasmic GR-EGFP intensity; stronger effect = higher value
# Dynein transport nuclear GR-EGFP: also measured in Dynein transport; calls as there; z-score; measured here: nuclear GR-EGFP intensity;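 lower value marks the stronger effect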
# Dynein transport cell count: further read-out of Dynein transport, marked with its call; z-score; measured here: cell count per field
# b-catenin transl cell count 5 µM: further read-out of b-catenin transl, marked with its call; cell count; measured here: cell count, cytotoxicity flag
# T cell modulator vesicle-bound %: further read-out of T cell modulator, marked with its call; double positive events, %; measured here: CD8+ vesicle-bound cell fraction;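 binding gate set so that unloaded-vesicle control wells show 10% double positive cells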
# MT stabilizer Hoechst-high %: second read-out of MT stabilizer, no call of its own (marks repeat the call); % Hoechst-high responders; measured here: nuclear condensation Hoechst responders;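 share of cells brighter than vehicle mean plus two SD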
# MT stabilizer cytotoxicity %: second read-out of MT stabilizer, no call of its own (marks repeat the call); toxicity, %; measured here: cytotoxicity by cell density;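 0% = mean cell density of plate MIN control wells and 100% = no cells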
# Autophagy HCS cell loss 18 h: recorded beside Autophagy HCS, whose call it bears; toxicity, %; measured here: cell loss, nuclei count;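 cell loss after 18 h compound exposure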
# * hit, by the source's call; i = inactive; ? = inconclusive; / = no result given.
SMILES,WT yeast gro inh,WT yeast gro inh mutant strain,Dynein transport,Dynein transport cytoplasmic EGFP,Dynein transport nuclear GR-EGFP,Dynein transport cell count,M1AAP inhibition,MT stabilizer,MT stabilizer Hoechst-high %,MT stabilizer cytotoxicity %,Autophagy HCS,Autophagy HCS cell loss 18 h,T cell modulator,T cell modulator vesicle-bound %,b-catenin transl,b-catenin transl cell count 5 µM,Yfh1-depleted yeast,M17LAP inhibition
COC(=O)c1[nH]c2cc(OC)ccc2c1NC(=O)CN1CCC(C(N)=O)(N2CCCCC2)CC1,-18.4,-2.2,0.304,-0.247,0.0131,-0.431,6.6%,3.5,1.4,5.9,i,-6.2,i,56.1,2.5,1001,i,-10.0%
CC1C(O)=C(c2nc3ccccc3[nH]2)C(=N)N1c1ccccc1 (stereo unspecified),-7.4,-8.0,0.595,-0.121,0.235,0.109,-13.8%,3.6,1.6,7.6,i,14.2,i,33.6,-1.9,1271,i,1.9%
C/C(=N\Nc1cc(Cl)nc(C)n1)c1ccc(Cl)c(Cl)c1,8.0,-15.0,/,/,/,/,-1.6%,1.1,1.9,5.4,i,-0.9,i,53.3,1.8,1023,i,0.4%
CC1=CC(C)[C@H](/C=N/n2c(=O)[nH]c3c([nH]c4ccc(Br)cc43)c2=O)C(C)C1 (stereo partly specified),6.5,1.9,-0.099,-0.128,0.091,0.646,8.1%,0.9,2.4,12.9,i,12.1,i,60.2,-5.4,573,i,3.8%
O=C(CC1SC(=O)N(c2ccccc2)C1=O)Nc1ccc(Br)cc1 (stereo unspecified),/,/,-0.0691,-0.248,-0.0157,-0.266,14.1%,/,/,/,/,/,i,20.3,-0.2,1317,i,8.6%
CCOC(=O)C1C(=O)NC(c2ccccc2)=NC1c1ccc(C(C)C)cc1 (stereo unspecified),3.2,-0.7,0.59,-0.135,0.124,-0.649,-1.1%,1.3,1.6,7.6,i,-2.0,i,26.2,0.9,1421,i,-8.1%
CN1C(=S)SC(C)(C)C1(C)NO (stereo unspecified),65.4*,6.8*,0.251,1.24,0.367,-0.25,1.6%,1.8,1.4,4.0,i,-5.8,i,28.8,-0.6,827,/,-2.3%
O=C(CNc1ccccc1OC(F)F)N1CCc2ccccc21,3.4,-29.2,-0.186,0.116,-0.17,0.673,1.0%,5.6,1.0,9.9,i,1.5,i,51.4,-0.7,1183,i,-0.9%
O=C(Nn1c(Cc2cccs2)nc2ccccc2c1=O)c1cccs1,-5.8,-3.6,-1.09,-0.146,-0.219,0.15,11.9µM*,3.2,1.4,0.5,i,-53.7,i,60.8,-7.5,910,i,17.1%
CCc1nc(C)cn1S(=O)(=O)c1cc(C)c(OC)cc1C,8.3,4.8,-0.395,-0.203,0.0468,0.358,9.4%,2.5,4.3,10.9,i,3.4,i,49.4,/,/,i,0.3%
CC(OC(=O)CCCCCN=C1NS(=O)(=O)c2ccccc21)C(=O)Nc1cc(Cl)cc(Cl)c1 (stereo unspecified),-5.3,-6.2,-0.548,-0.285,-0.405,0.566,2.8%,2.3,3.8,5.4,i,7.8,i,45.7,0.4,899,i,9.3%
CCN(c1ccccc1)S(=O)(=O)c1ccc2[nH]c(=O)[nH]c2c1,-15.4,3.5,-0.0747,-0.307,-0.108,0.598,16.4%,1.3,1.1,5.1,i,1.4,i,27.7,1.8,1039,i,-1.9%
O=C(COC(=O)c1cc(-c2cccs2)nn1-c1ccccc1)Nc1ccc(Cl)c([N+](=O)[O-])c1,21.0,4.3,0.778,-0.273,0.718,-0.532,-2.2%,4.1,1.3,0.8,i,25.5,i,51.3,-1.1,1053,i,1.8%
CC(C)(C)OCC(NC(=O)C(CC(N)=O)NC(=O)OC(C)(C)C)C(=O)OC(C)(C)C (stereo unspecified),-20.5,6.2,-0.657,-0.201,0.379,0.721,13.4%,2.9,1.2,7.8,i,-49.0,i,50.4,-0.5,1186,i,-8.6%
C=CCn1c(SCC(=O)Nc2ccc(-c3nc4ccc(C)cc4s3)cc2)nnc1-c1ccccc1,15.1,6.9,-1.08,0.329,-0.638,-0.0701,4.5%,4.1,2.2,11.4,i,14.4,i,29.1,1.8,1066,/,0.0%
O=C(O)CCC(=O)N1CCc2cc(S(=O)(=O)N3CCN(c4ccc(F)cc4)CC3)ccc21,13.3,2.6,0.119,-0.194,0.154,0.202,6.5%,1.9,3.2,5.0,i,3.2,i,36.5,/,/,i,-7.0%
CCN(c1ccccc1)S(=O)(=O)c1cc(NC(=O)Nc2ccccc2C#N)ccc1Cl,-12.7,1.8,0.331,-0.237,0.694,-1.1,3.9%,4.1,2.0,4.6,i,11.5,i,29.6,-1.0,1148,i,4.1%
CC1CCN(c2c(NCc3ccc(C(=O)N4c5ccccc5CC4C)cc3)c(=O)c2=O)CC1 (stereo unspecified),5.3,-3.6,-0.721,-0.202,-0.189,0.28,9.7%,6.0,4.2,3.2,/,/,i,28.2,0.6,934,i,-0.6%
N#CCCn1c(=O)n(CCC#N)c2ccccc21,-6.5,-3.5,0.208,-0.248,0.401,0.445,-0.2%,2.3,2.0,12.2,i,-10.3,i,49.7,1.4,1466,i,-16.2%
CC1Cc2nc(SCC(=O)Nc3ccc(F)cc3F)n(C)c(=O)c2S1 (stereo unspecified),25.7,-11.7,-0.591,-0.276,0.127,-0.269,0.6%,3.1,0.1,60.9,i,-4.2,i,45.3,4.0,686,i,19.9%
COc1ccc(-n2cc(CNC3CCOCC3)c(-c3cccc(F)c3)n2)cc1,32.3,18.1,0.0617,-0.22,0.328,-0.731,3.1%,4.1,2.6,4.4,i,34.2,i,33.3,-1.2,929,i,1.8%
CCCC(=O)N(Cc1cc2cc(C)ccc2[nH]c1=O)c1ccccc1OC,2.2,-0.6,-0.193,-0.201,-0.109,0.712,7.2%,2.7,1.3,3.2,i,-8.4,i,33.6,-6.5,1193,i,3.2%
CN(C)c1cc(N)c2ccccc2n1 (tested in a mixture with another compound),-35.8,-14.7,0.686,-0.147,0.345,-0.161,5.4%,2.0,2.6,9.3,i,-2.9,i,49.4,6.2,1129,i,-2.9%
CCC1=NN(C(=O)C(=O)Nc2ccc(OC)cc2)C(O)(C(F)(F)F)C1 (stereo unspecified),-0.3,15.5,-0.142,-0.103,0.638,0.589,15.1%,3.3,1.4,5.8,i,9.5,i,13.3,1.1,1389,i,17.9%
O=c1oc2ccccc2cc1-c1cn2cccnc2n1,11.8,-6.0,-0.752,-0.324,-0.418,1.12,?,2.2,3.0,6.5,i,7.6,i,8.5,-5.5,1242,i,3.4%
O=C(Nc1ccc2c(c1)C(=O)OC2)Nc1cccc2ccccc12,-0.3,1.2,0.051,0.292,0.532,0.189,9.1%,4.5,3.3,6.6,i,5.4,i,9.4,4.2,1019,i,1.0%
CCn1c(CNc2ccc(Cl)cc2)nnc1SCC(=O)OC1CCCCC1,16.4,7.8,0.138,-0.269,-0.0486,0.188,4.6%,4.2,3.0,6.5,i,0.0,i,45.6,1.6,492,i,2.0%
Cc1nc(Sc2ccccc2)c(C#N)c(C)c1[N+](=O)[O-],/,/,-0.939,-0.0772,-0.471,-0.374,4.7%,/,/,/,/,/,i,16.5,-0.5,1179,i,3.4%
COc1ccc(C)cc1NC(=O)C(CCS(C)(=O)=O)NC(C)=O (stereo unspecified),-16.9,-7.1,1.33,-0.0931,1.05,-0.527,5.9%,3.5,4.3,6.2,i,5.0,i,33.8,0.0,1053,i,0.4%
O=C(O)/C=C/C(=O)Nc1ccc(OC(F)(F)F)cc1,/,/,0.188,-0.259,-0.318,1.38,3.7%,/,/,/,/,/,i,48.2,-1.6,1345,i,2.7%
O=c1cc(CSc2nnc(-c3cccs3)n2Cc2ccccc2)nc2sc3ccccc3n12,19.5,8.5,-0.849,-0.146,-0.446,0.941,-0.9%,4.8,2.0,2.9,i,18.6,i,60.7,-3.4,908,i,0.1%
CC(=O)N1CCCc2cc(S(=O)(=O)N3CCN(c4ccccn4)CC3)ccc21,12.0,-4.5,0.107,0.123,0.269,0.768,-9.4%,5.4,2.2,1.5,i,23.7,i,40.4,1.8,931,i,-7.1%
COC(=O)Nc1ccc([N+](=O)[O-])cc1OC,-2.6,13.9,-0.424,-0.204,-0.113,0.0174,5.7%,5.1,2.3,7.5,i,11.3,i,44.6,-2.4,1076,i,0.8%
Cc1ccc(-c2nc(CSc3nc4ccccc4c(=O)n3C)cs2)cc1,15.1,3.3,-0.383,-0.206,0.402,1.03,0.3%,1.0,1.4,7.4,i,5.1,i,21.4,/,/,i,-20.5%
O=C(CSc1nc2ccccc2c(=O)n1-c1ccccc1F)Nc1ccc2c(c1)CCC2,-10.0,-2.1,-0.438,-0.0812,-0.531,0.622,5.6%,2.7,2.8,12.7,i,0.1,i,42.9,/,/,i,-3.9%
Cc1noc(C)c1S(=O)(=O)N1CCC(C(=O)N2CCC(N3CCCCC3)CC2)CC1,15.6,7.4,-0.211,-0.242,-0.0512,0.221,-8.3%,2.6,3.6,4.2,i,8.7,i,26.0,-0.2,1157,/,1.2%

# Bioassay records (PubChem)

# The order is random; overall some 4.4% were active at least once.
